Compound activity from PubChem.
SR-BI HDL uptake – blocks mouse SR-BI lipid uptake from DiI-HDL. Q61009. ldlA[mSR-BI] CHO cells, DiI-HDL uptake fluorescence, 3 h. inhibition, % at 12.5 µM. 320,000 compounds, 0.96% hits. AID 488896;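 active = mean replicate inhibition of at least 70% and a set share of replicates each scoring 70 or more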;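 note: 0% = median of neutral control wells and 100% = median of positive control wells; values of inactives mirror those of a sister screen read the other way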
CAL PDZ FP-1 – blocks peptide binding to the human CAL PDZ domain | AID 602252 | 300,000 compounds, 0.92% hits | inhibition, % at 24.9 µM | purified CAL PDZ, TMR-peptide fluorescence polarization, 1 h;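 active = mean inhibition of at least 30% with at least half of replicates also reaching 30%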;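 note: 0% = DMSO neutral control and 100% = excess unlabeled competitor peptide PRC23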
PvdQ acylase – blocks Pseudomonas aeruginosa PvdQ acylase activity; inhibition, % at 10 µM; purified PvdQ acylase, fluorescence plate reader; 340,000 compounds, 0.063% hits; in the data active = inhibition above about 30%, passing the limit was not always enough;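 note: 0% = vehicle neutral wells and 100% = reference inhibitor wells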
SR-BI uptake up – enhances SR-BI lipid uptake from DiI-HDL; AID 504775; activation, % at 12.5 µM; 320,000 compounds, 0.096% hits; CHO ldlA[mSR-BI] cells, DiI-HDL uptake fluorescence, 3 h; 100 = double the neutral-control signal;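 active = mean replicate activation of at least 60% and every replicate at or above 60%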;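 note: 0% = median plate neutral-control signal and 100% = twice that signal; values of inactives mirror those of a sister screen read the other way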
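System: LDL receptor-deficient CHO ldlA cells overexpressing murine SR-BI | Timing: 3 h uptake period with compound, 37 °C | Medium: HEPES-buffered (25 mM, pH 7.4) F12 plus 0.5% BSA | Dosing: Single-point compound dose | Signal: Bottom-read fluorescence, 550/595 nm | Read-out: Retained DiI signal reflecting DiI-HDL uptake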
MITF act – increases MITF-driven TRPM1 promoter luciferase signal; activation, % at 12.5 µM; 300,000 compounds, 0.75% hits; SK-MEL-5 TRPM1-promoter luciferase, 24 h; % of positive control, neutral wells = 0; AID 588334;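 active = mean activation of at least 80% with every replicate also reaching 80%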;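 note: 0% = neutral control wells and 100% = parthenolide positive control wells; values of inactives mirror those of a sister screen read the other way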
dFosB act – activators of mouse delta FosB homodimer. purified delta FosB, TAMRA-CDK5 oligo fluorescence polarization; percent of positive-control signal above neutral wells. activation, % at 25 µM. 340,000 compounds, 0.99% hits;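 active = mean activation above about 17%, with every replicate also reaching it, limit read from the data, passing the limit was not always enough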;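 note: fluorescence polarization rise as delta FosB binds a TAMRA Cdk5 AP-1 oligo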
Target sequence (P13346 whole entry, looked up): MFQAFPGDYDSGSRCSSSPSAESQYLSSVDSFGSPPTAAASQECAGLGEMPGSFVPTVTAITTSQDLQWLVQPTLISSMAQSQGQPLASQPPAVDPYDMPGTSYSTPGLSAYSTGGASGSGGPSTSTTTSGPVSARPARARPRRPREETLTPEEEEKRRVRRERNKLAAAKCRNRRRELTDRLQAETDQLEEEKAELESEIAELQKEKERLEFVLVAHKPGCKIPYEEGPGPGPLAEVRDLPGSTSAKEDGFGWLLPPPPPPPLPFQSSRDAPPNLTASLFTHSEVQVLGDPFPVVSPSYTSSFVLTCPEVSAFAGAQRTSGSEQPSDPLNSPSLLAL
Rtt109 HAT inh – C. albicans Rtt109 histone acetyltransferase inhibition. Q5AAJ8. purified Rtt109/Vps75, ThioGlo CoA-SH fluorescence, 4 h. inhibition, % at 34.9 µM. 330,000 compounds, 0.16% hits;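 active = inhibition of at least 50% in every replicate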
Target sequence (Q5AAJ8 whole entry, looked up): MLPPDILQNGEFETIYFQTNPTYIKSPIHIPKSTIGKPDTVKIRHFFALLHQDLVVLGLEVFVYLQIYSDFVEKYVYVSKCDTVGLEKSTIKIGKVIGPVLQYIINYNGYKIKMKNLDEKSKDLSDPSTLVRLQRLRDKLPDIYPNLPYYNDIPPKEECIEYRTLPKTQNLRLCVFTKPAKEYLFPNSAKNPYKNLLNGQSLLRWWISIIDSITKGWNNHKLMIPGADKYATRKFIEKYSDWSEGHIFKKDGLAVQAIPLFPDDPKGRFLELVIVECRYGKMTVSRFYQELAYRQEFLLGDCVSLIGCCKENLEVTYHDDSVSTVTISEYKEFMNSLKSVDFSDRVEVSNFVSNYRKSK
PfHsp90 set2 – inhibits growth of yeast expressing Plasmodium falciparum Hsp90. S. cerevisiae expressing PfHsp90, BacTiter-Glo ATP, 48 h; yeast lacking PDR1 and PDR3 efflux regulators. inhibition, % at 9.4 µM. 310,000 compounds, 0.32% hits. AID 504621;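 active = every replicate shows inhibition above about 80%, whatever the replicate mean, limit read from the data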;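 note: 0% = DMSO neutral controls and 100% = 20 µM radicicol positive controls; yeast relying on Plasmodium falciparum Hsp90 in place of its own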
CAL PDZ FP-2 – inhibitors of human CAL PDZ peptide binding. purified CAL PDZ, TMR-peptide fluorescence polarization, 1 h. inhibition, % at 20 µM. AID 504414. 330,000 compounds, 0.02% hits;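 active = highest replicate inhibition of at least 40%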;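 note: plate controls were DMSO neutral control wells for no effect and unlabeled competitor peptide control wells for full effect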
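Material: tagged CAL PDZ protein CerCALP, purified; buffer or medium: sodium phosphate/NaCl buffer pH 7.4 with TCEP, IgG, Thesit; also added: fluorescent TMR peptide probe; schedule: 1 h incubation at room temperature before polarization reading; technique: fluorescence polarization from S- and P-plane intensities, G-factor corrected; control set: unlabelled peptide and DMSO controls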
NSD2 inh – blocks human histone methyltransferase NSD2; O96028; NSD2 peptide methylation, AlphaScreen, 120 min; inhibition, % at 12.5 µM; 310,000 compounds, 0.54% hits; AID 743445; in the data active = inhibition above about 50%
An asterisk follows results filed as active; nt = not tested or not shown.

no.	SMILES	SR-BI HDL uptake	CAL PDZ FP-1	PvdQ acylase	SR-BI uptake up	MITF act	dFosB act	Rtt109 HAT inh	PfHsp90 set2	CAL PDZ FP-2	NSD2 inh
1	O=C(NCCCN1CCCC1)c1cc(Sc2ccc(F)cc2)nc2ccccc12	3.6	-3.7	-5.4	-3.6	25.1	-2.7	7.2	-15.4	-3.9	5.7
2	C=CCNC(=O)c1cccc2c1C(=O)c1ccc(N3CCOCC3)cc1S2(=O)=O	-6.2	-3.6	-3.6	6.2	-0.6	-3.7	4.5	4.3	-1.8	nt
3	O=C(CNC(=O)c1ccccc1F)OCC(=O)c1ccc(Cl)s1	0.7	2.4	-10.5	-0.7	2.3	0.4	-0.5	-7.1	-1.4	2.9
4	CCC(=O)Nc1ccc(-c2nnc(-c3ccccc3)o2)cc1	44.7	-1.9	-0.4	-44.7	44.3	-6.3	-4.1	-25.3	-1.8	-3.4
5	N#CCCN(C(=O)COC(=O)c1cccc(S(=O)(=O)N2CCCCCC2)c1)c1ccc(F)cc1	50.2	-2.2	-6.5	-50.2	2.7	-8.0	2.3	38.4	-1.2	-2.3
6	CCOC(=O)c1ccc(N2CC(O)=C(c3nc4ccccc4c(=O)[nH]3)C2=N)cc1	12.8	-5.8	-3.7	-12.8	4.5	-2.4	-14.1	4.4	-1.7	-0.8
7	C=CCOc1ccc(/C=N/n2cncn2)cc1OC	21.6	-2.1	-10.1	-21.6	-5.7	-5.7	5.8	-10.4	-0.3	-0.6
8	COc1cc(-c2ccccc2)nc2ccccc12	-1.3	nt	11.8	1.3	nt	-15.9	-2.7	-13.8	0.1	-2.2
9	COc1ccc(C(=O)N(c2ccc(OC)cc2)S(=O)(=O)c2cccs2)cc1	-12.6	-1.6	-8.4	12.6	-6.7	3.0	7.9	12.8	-1.9	0.2
10	COc1ccc(OC)c2c(C)cc(C)nc12	-21.0	-2.2	8.8	21.0	2.4	2.6	6.7	-3.6	-0.7	0.7
11	Cc1ccc(S(=O)(=O)N2CCN(C3CCN(Cc4ccccc4)CC3)CC2)cc1	-19.7	-3.2	-5.5	19.7	-23.5	0.3	4.9	0.5	-0.2	nt
12	COc1ccc2nc(SCC(C)=O)c(C#N)cc2c1	41.4	-4.7	14.4	-41.4	-15.7	-24.9	nt	-10.0	-0.2	3.8
13	CC(C)Cc1nnc(NC(=O)C2CC(=O)N(Cc3ccccc3)C2)s1 (stereo unspecified)	3.9	-6.5	6.7	-3.9	-5.1	-2.3	19.8	8.2	-1.2	-2.5
14	Nc1nc2cc(S(=O)(=O)N3CCOCC3)ccc2o1	2.3	-5.6	-7.6	-2.3	-1.8	1.8	-1.9	62.3	0.3	-1.1
15	CC(CCc1ccccc1)NC(=O)Cc1ccc(Br)cc1 (stereo unspecified)	-18.8	9.9	4.7	18.8	2.3	-5.1	21.3	-6.3	14.3	-3.7
16	CC1(C)CC(=O)C=C(Nc2ccccc2)C1	-4.8	-2.9	-7.2	4.8	10.6	-6.5	4.7	4.3	-0.9	3.1
17	CCCCn1c(N)c(N(CC(C)C)C(=O)CN2C(=O)NC3(CCC(C(C)(C)CC)CC3)C2=O)c(=O)[nH]c1=O (stereo unspecified)	1.2	-4.9	-11.0	-1.2	-10.6	-19.4	0.8	-8.8	-1.4	0.9
18	Cc1ccc(-c2nn(-c3ccccc3)cc2CO)cc1	23.8	-8.1	-17.6	-23.8	69.2	-9.4	-3.0	-7.6	-1.7	-2.7
19	C#Cc1ccc(C(=O)Nc2cc(C(N)=O)ccc2N2CCOCC2)cc1	47.3	-1.2	-12.0	-47.3	-12.9	-3.4	-22.5	nt	nt	-1.0
20	COc1cc(NC(=S)NCCc2ccccc2)c(OC)cc1NC(=O)CC(C)C	29.6	nt	-8.0	-29.6	-5.6	-9.5	2.2	-31.6	0.2	43.7
21	COC(=O)CC(c1ccc(C#N)cc1)n1c(C)ccc1C (stereo unspecified)	nt	0.2	-5.1	nt	-17.0	-5.8	2.0	nt	0.3	3.5
22	COC(=O)[C@]1(CC(C)C)N[C@H](c2ccc(SC3CCCCC3)cc2)[C@@H]2C(=O)N(C)C(=O)[C@@H]21	51.5	-0.5	0.1	-51.5	3.8	5.0	0.5	7.5	0.4	nt
23	Cc1cc(=O)[nH]c(NCc2ccccc2)n1	nt	-0.4	2.5	nt	0.6	-6.1	16.4	-4.3	-2.4	-1.2
24	O=C(CNC(=O)c1ccc(Cl)cc1)Nc1ccc(S(=O)(=O)Nc2ncccn2)cc1	-15.2	4.7	-8.8	15.2	-8.6	-1.1	1.8	7.8	0.1	-0.8
25	CC(C)CCNC(=O)CN(CC1CCCO1)C(=O)CCC(=O)Nc1nccs1 (stereo unspecified)	0.9	-2.2	11.2	-0.9	-9.4	2.2	0.8	8.3	-0.5	28.9

Among those listed so far, these contain a carbonyl joined to an NH by a bond outside any ring:
no.	SMILES	SR-BI HDL uptake	CAL PDZ FP-1	PvdQ acylase	SR-BI uptake up	MITF act	dFosB act	Rtt109 HAT inh	PfHsp90 set2	CAL PDZ FP-2	NSD2 inh
1	O=C(NCCCN1CCCC1)c1cc(Sc2ccc(F)cc2)nc2ccccc12	3.6	-3.7	-5.4	-3.6	25.1	-2.7	7.2	-15.4	-3.9	5.7
2	C=CCNC(=O)c1cccc2c1C(=O)c1ccc(N3CCOCC3)cc1S2(=O)=O	-6.2	-3.6	-3.6	6.2	-0.6	-3.7	4.5	4.3	-1.8	nt
3	O=C(CNC(=O)c1ccccc1F)OCC(=O)c1ccc(Cl)s1	0.7	2.4	-10.5	-0.7	2.3	0.4	-0.5	-7.1	-1.4	2.9
4	CCC(=O)Nc1ccc(-c2nnc(-c3ccccc3)o2)cc1	44.7	-1.9	-0.4	-44.7	44.3	-6.3	-4.1	-25.3	-1.8	-3.4
13	CC(C)Cc1nnc(NC(=O)C2CC(=O)N(Cc3ccccc3)C2)s1 (stereo unspecified)	3.9	-6.5	6.7	-3.9	-5.1	-2.3	19.8	8.2	-1.2	-2.5
15	CC(CCc1ccccc1)NC(=O)Cc1ccc(Br)cc1 (stereo unspecified)	-18.8	9.9	4.7	18.8	2.3	-5.1	21.3	-6.3	14.3	-3.7
19	C#Cc1ccc(C(=O)Nc2cc(C(N)=O)ccc2N2CCOCC2)cc1	47.3	-1.2	-12.0	-47.3	-12.9	-3.4	-22.5	nt	nt	-1.0
20	COc1cc(NC(=S)NCCc2ccccc2)c(OC)cc1NC(=O)CC(C)C	29.6	nt	-8.0	-29.6	-5.6	-9.5	2.2	-31.6	0.2	43.7
24	O=C(CNC(=O)c1ccc(Cl)cc1)Nc1ccc(S(=O)(=O)Nc2ncccn2)cc1	-15.2	4.7	-8.8	15.2	-8.6	-1.1	1.8	7.8	0.1	-0.8
25	CC(C)CCNC(=O)CN(CC1CCCO1)C(=O)CCC(=O)Nc1nccs1 (stereo unspecified)	0.9	-2.2	11.2	-0.9	-9.4	2.2	0.8	8.3	-0.5	28.9
